Bioassay records: PubChem BioAssay, National Center for Advancing Translational Sciences (NCATS)
B2AR arrestin: qHTS assay of beta-arrestin-biased ligands of beta2-adrenergic receptor; Beta-2 adrenergic receptor (Homo sapiens), P07550; beta-arrestin recruitment to beta2AR, cell-based reporter; Potency, µM (doses to about 46.1 µM), without a hit: at the top dose activation, usual class: activators; hit rate 0.02% among 330,000;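 note: potency is the fitted concentration of half-maximal effect; 0% = DMSO controls and full agonism = EC100 isoproterenol or metaproterenol; nearly all actives have a fitted effect of over 65% in size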
CXXC DNA block: qHTS Fluorescence Polarization Assay for Inhibitors of MLL CXXC domain - DNA interaction; Histone-lysine N-methyltransferase 2A (Homo sapiens), Q03164; MLL-CXXC / FITC-HOXA9 DNA fluorescence polarization; Potency, µM (top dose mostly 115 µM), for inactives: top-dose activity change, negative = inhibition, usual class: inhibitors; hit rate 0.037% among 290,000; AID 2662, 2010; active = well fitted inhibition curve with a large enough effect in the polarisation, with a control signal flat, not every such curve was filed as active; inconclusive = small, poorly fitted or top-dose-only effect, or effect the other way, or a change in a side signal; inactive = no such curve, though single readings can be large or run the other way; the % refers to the polarisation; note: potency is the fitted concentration of half-maximal effect
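Steps: dispense CXXC domain solution (7 uM) → pin compounds or unlabeled HOX-A9 DNA control → 5 min ambient → add FLSN-HOX-A9 solution (50 nM) → spin → 30 min ambient → fluorescence polarization. Tris pH 7.5/NaCl/DTT/BSA buffer.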
TRPV1 ag: HTS Assay for Compounds that Act as Agonists of the Vanilloid Receptor 1. hit rate 0.19% among 320,000. activation, % at 8.33 µM. TRPV1-expressing cells, Fluo-8 calcium influx, agonist mode. Transient receptor potential cation channel subfamily V member 1 (Homo sapiens), Q8NER1; in the data active = activation above about 80%; inconclusive = between about 30% and that limit; note: 0% is about no effect
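Fluo-8 calcium influx in TRPV1-expressing cells, kinetic read (ex 480/em 520 nm). Compound added and read 3 min for agonist activity, followed by capsaicin at EC20 final and 2 min further read for enhancement.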
ELG1 repair inh: qHTS screen for small molecules that inhibit ELG1-dependent DNA repair in human embryonic kidney (HEK293T) cells expressing luciferase-tagged ELG1 | hit rate 2.3% among 330,000 | Potency, µM (series often up to 46.1 µM), inactives show at the top dose activity change, negative = inhibition, actives largely listed as inhibitors | HEK293T ELG1-luciferase reporter, luminescence, 16 h; DNA damage induced by 5-fluorouridine; note: potency is the fitted concentration of half-maximal effect; % is set by controls: 0 for no effect and ±100 for the full control effect; nearly all actives have a fitted effect of over 55% in size
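Reporter activity after DNA damage by 5-fluorouridine is monitored. Compound-treated cells incubate 16 hr at 37 °C, then ONE-Glo is added for 30 min before luminescence reading.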
p53 reactivation: qHTS assay for re-activators of p53 using a Luc reporter | H1299 p53-A138V BP100-luciferase reporter, luminescence, 24 h | Potency, µM (series often up to 92.2 µM), for the others: at the top dose activity change, positive = activation, most hits filed as activators | hit rate 0.063% among 320,000 | AID 504706, 2011; note: potency is the fitted concentration of half-maximal effect; % of control where 0% means no effect; nearly all actives have a fitted effect of over 45% in size
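p53-null H1299 cells stably carrying temperature-sensitive p53-A138V and a BP100-luciferase reporter were pinned with compounds (4-point, 1:5 series) and held 24 hrs at 37 deg C. Luminescence was read 10 min after detection reagent.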
TCR activator: Activators of T cell receptors: qHTS campaign. primary human leukocytes, anti-CD3, IL-2 HTRF, 48 h. Potency, µM (series often up to 9.22 µM), for the others: at the top dose activation of IL-2 secretion, usual class: activators. 330,000 tested, under 10 active. AID 504894, 2011; note: % of control where 0% means no effect
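Activity was scored as IL-2 release from primary human leukocytes given only a TCR signal (a-CD3 beads) plus compound for 48 hr. Detection used a two-antibody HTRF format read at 665nm.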
TSG101-PTAP inh: qHTS Assay for Iinhibitors of HIV-1 Budding by Blocking the Interaction of PTAP/TSG101. Tumor susceptibility gene 101 protein (Homo sapiens), Q99816. Fluorescence polarization, FITC-PTAP peptide / Tsg101 binding. Potency, µM (titrated, usually from 115 µM), without a hit: top-dose activity change, negative = inhibition, usual class: inhibitors. 340,000 tested, under 10 active. AID 493005, 2010; active = well fitted inhibition curve with a large enough effect in the main read-out, with a control signal flat, not every such curve was filed as active; inconclusive = small, poorly fitted or top-dose-only effect, or effect the other way, or a change in a side signal; inactive = no such curve, though single readings can be large or run the other way; note: potency is the fitted concentration of half-maximal effect; % of control where 0% means no effect
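FP read-out: FITC-PTAP peptide, 50 nM final, binding Tsg101 binding domain, 10 uM final; 20 min, r.t.; 10 mM HEPES pH 7.5, 0.15 M NaCl, 0.01% Tween 20, 3 mM EDTA, 0.1 mM TCEP.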
BRCA1 expr act: qHTS Assay to Identify Small Molecule Activators of BRCA1 Expression. MCF7-BRCA1-FFLuc reporter, luminescence, 48 h; response scale: scaled: vehicle 0%, 10 µM genistein 100%. AID 624202, 2012. hit rate 1.1% among 380,000. Potency, µM (doses to about 46.1 µM), for inactives: at the top dose activation, actives largely listed as activators; note: potency is the fitted concentration of half-maximal effect; nearly all actives have a fitted effect of over 80% in size; some results filed as inactive show a strong effect at the top dose
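Luminescence from a BRCA1-driven firefly luciferase in MCF7 cells was read after 48 h compound exposure at 37 C. Data normalized against DMSO and a 10microM genistein activation control, then curve-fitted across the titration.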
a7 integrin act: qHTS for Activators of Integrin-Mediated Alleviation for Muscular Dystrophy. hit rate 0.064% among 350,000. AID 624291, 2012. alpha7betagal myoblasts, beta-gal FDG fluorescence, 48 h. Potency, µM (doses to about 38.3 µM), without a hit: top-dose activation, most hits filed as activators;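 note: potency is the fitted concentration of half-maximal effect; 100% = response of the positive control SU9516; nearly all actives have a fitted effect of over 60% in size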
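Alpha7betagal+/- myoblasts (passage 13) were plated 16-24 hr, then exposed to compounds (1:260 dilution of DMSO stock) for 48 hours at 37C. After MPER lysis, β-galactosidase reporter activity was read as FDG fluorescence (ex 480/em 540) after 30 minutes.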
AT treatment: qHTS Assay for Identifying a Potential Treatment of Ataxia-Telangiectasia; Potency, µM (titrated, usually from 57.5 µM), for inactives: at the top dose activation, actives largely listed as activators; AID 485349, 2010; […] A-T fibroblasts, KAP-1 phosphorylation AlphaLISA; neocarzinostatin DNA damage 30 min before lysis; hit rate 0.19% among 320,000; note: potency is the fitted concentration of half-maximal effect; % of control where 0% means no effect; nearly all actives have a fitted effect of over 45% in size
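hTERT-immortalized A-T patient fibroblasts ([…]), 500 cells/well in OPTI-MEM, 1% FBS, got compounds for 60 min, then NCS for 30 min at 37C. Lysates were then assayed for phospho-KAP-1 by AlphaLISA (anti-pKAP1 donor, anti-KAP1 acceptor beads), 6 hr at 25C.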
An asterisk follows results filed as active; ? = inconclusive; / = no result given; & = joins results of further samples; [ ] = remark or other dose. Unless noted, calls come from the whole dose curve; as a rule, active = well fitted curve in the direction sought with a large enough effect; inconclusive = small, poorly fitted or top-dose-only effect, or another doubt; inactive = no such curve, though single readings can be large; an effect the other way counts as inactive or inconclusive.

SMILES	B2AR arrestin	CXXC DNA block	TRPV1 ag	ELG1 repair inh	p53 reactivation	TCR activator	TSG101-PTAP inh	BRCA1 expr act	a7 integrin act	AT treatment
CC1=CC(C)(C)NC(=S)N1c1ccc2ccccc2c1	0.2%	9%	-2	-6%	0%	2%	-1%&-6%	-33%&-20%	-23%&-23%	-2%
S=c1[nH]nc(-c2cccs2)n1Cc1ccccc1	0.2%	4%	1	4%	-4%	0%	-4%	-10%	16%	-5%
NC1=NC(=Nc2ccc(S(N)(=O)=O)cc2)c2ccccc21	-0.2%	0%	2	?	5%	4%	-1%	4%	12%	0%
Cn1nc(C(=O)Nc2ccc(-n3cnnn3)cc2)c2ccccc2c1=O	-1.1%	/	/	?	-6%	5%	-6%	-14%	-3%	5%
COCc1nnc(NC(=O)CCc2ccccc2)s1	-0.2%	-1%	1	0%	5%	-1%	-6%	0%	-31%	-1%
O=c1oc2ccccc2c(N2CCCCC2)c1CN1CCCCC1	0.1%	3%	-4	10%	12%	2%[46.1 µM]	0%	4%	-2%	0%
COc1ccccc1N(CC(O)CN1CCC(C)CC1)S(=O)(=O)c1ccccc1 (configuration not stated)	0.3%	-13%	2	-5%	-2%	2%	-3%	-18%	-12%	9%
COc1ccc(C2/C(=C(/O)c3ccc4c(c3)CC(C)O4)C(=O)C(=O)N2CCCN2CCOCC2)cc1OC (configuration not stated)	0.6%	11%	3	1%	14%	-1%	-1%	-6%	0%	-3%
CCC(=O)NCCc1nc2ccccc2n1Cc1ccc(C)cc1	-1.0%	-1%	?	2%	13%	-4%	-4%	-5%	-23%	7%
CCN1CCN(C(=O)c2cc3c(=O)oc4ccc(C)cc4c3s2)CC1	-0.2%	-6%	1	10%	2%	2%	-4%	-9%	-25%	-3%
O=C(Nc1ccccc1C(=O)Nc1ccc(Cl)cc1)c1cccnc1	-0.9%	1%	?	-14%	-4%	-36%	-3%	-2%	14%	-27%
O=C(Nc1ccc(F)cc1F)C1CCN(S(=O)(=O)c2cccnc2)CC1	-0.1%	7%	-1	12%	5%	2%	-1%	-2%	0%	0%
CCCN(CCC)Cc1c(C(=O)N/N=C/c2ccc(Br)cc2)nnn1-c1nonc1N	-0.1%	5%	-2	-13%	1%	-6%	-3%	-88%[inhibitor]	21%	-3%
COc1ccc(OCC(=O)NC(=S)Nc2ccc(S(=O)(=O)Nc3cc(OC)nc(OC)n3)cc2)cc1	-0.3%	-21%	-1	-8%	-1%	0%[46.1 µM]	0%	14%	30%	1%
C[C@@H](O)[C@H]1O[C@]2(C)CCC[C@H]1O2	-2.8%	/	-2	19%	22%	1%	2%	16%	11%	12%
NC(=O)C1CCN(C(=O)NC(=O)c2ccccc2)CC1	-0.2%	-4%	3	1%	/	-1%	-2%	-7%	32%	3%
O=C1N(c2ccccc2)C[C@@H]2C[C@@H](c3cc4ccccc4o3)N3CCC[C@@]123	0.1%	-2%	22	-3%	4%	1%	-3%	?	-72%[inhibitor]	1%
CNc1cc(CS(=O)c2ccccc2)nc(-c2ccccc2)n1 (configuration not stated)	-0.9%	-1%	3	-4%	3%	1%	-4%	5%	9%	1%
CCCCOc1ccc(-c2c(C#N)c(N)nc(SCC(N)=O)c2C#N)cc1	-0.4%	-6%	-5	-1%	-5%	5%	0%	-89%[inhibitor]	0%	3%
Cc1cnc(NC(=O)c2sc3ccccc3c2Cl)s1	-1.9%	-1%	18	?	?	-1%	0%	26%	3%	12%
COc1ccccc1N1CCN(C(=O)c2cc3ccccc3[nH]2)CC1	13%	14%	7	-28%	-68%[inhibitor]	-2%	-1%	-24%	6%	-1%
CCOc1cc(NC(=S)NCc2ccco2)c(OCC)cc1NC(C)=O	-0.5%	-10%	0	-4%	-4%	3%	-1%	4%	-38%	-5%
O=C(CSc1nc2ccccc2c(=O)n1Cc1ccco1)N1CCCC1	-0.2%	4%	?	-13%	-2%	-6%	-3%	-3%	-17%	0%
Cc1ccc(OCC(=O)N2CCCC(CCC(=O)N(C)CCc3ccccn3)C2)cc1 (configuration not stated)	0.0%	-5%	-4	-28%	-4%	-8%	-4%	40%	-7%	-4%[11.5 µM]
c1ccc(-c2nnnn2-c2ccccc2)cc1	-1.0%	-23%	-4	4%	11%	1%	-2%	5%	35%	3%
O=C1NC2(CCN(Cc3ccccc3)CC2)Oc2ccccc21	-0.1%	6%	7	?	-4%	-5%	-3%	-10%	3%	4%
CCOC(=O)c1c(C)[nH]c(C(=O)N/N=C/c2cc([N+](=O)[O-])ccc2O)c1C	0.0%	7%	0	-13%	12%	1%	-5%	-40%	-37%	0%
Cc1nc(Nc2nc(CSc3nc4ccccc4[nH]3)cc(=O)[nH]2)nc2ccccc12	-0.3%	-2%	0	13µM*	?	-9%[46.1 µM]	0%	-96%	-24%	1%
COc1ccccc1N1CCN(C(=O)C(C)N(c2ccc(C)cc2)S(C)(=O)=O)CC1 (configuration not stated)	0.0%	0%	1	?	-1%	2%	-1%	-5%	-6%	-4%
COc1ccc(N2CC(C(=O)Nc3ccc(S(=O)(=O)Nc4nccs4)cc3)CC2=O)c(OC)c1 (configuration not stated)	-0.5%	/	-1	13%	-7%	/	-6%	4%	-14%	5%
Cn1c(=O)cc(OCC(=O)NCc2cccnc2)c2ccccc21	-0.7%	-5%	/	?	7%	-6%	-3%	-25%	19%	-2%
NS(=O)(=O)c1ccc(CCNC(=O)c2ccccc2[N+](=O)[O-])cc1	-0.3%	5%	1	0%	12%	1%[46.1 µM]	0%	8%	-10%	-5%
Cc1ccc(-c2csc(N)n2)cc1	/	/	/	/	/	5%	-1%	10µM*	0%	/
Cc1ccc(CC2CC(=O)N(c3nc4ccccc4n3C)C2=O)cc1 (configuration not stated)	0.0%	2%	-3	-2%	7%	-6%	-1%	9%	-1%	-1%
CCNc1nc(NCC)nc(N/N=C/c2cc(OC)c(OC)c(OC)c2)n1	-1.2%	-18%	-3	?	-7%	5%	-2%	-25%	-5%	-9%
CC(C)c1onc(C(=O)NCc2ccccc2)c1[N+](=O)[O-]	-0.7%	-4%	?	0%	-8%	-1%[46.1 µM]	-1%	0%	-22%	/
CSc1ccc(CN2CCc3c([nH]c4ccccc34)C2)cc1	0.0%	12%	3	-10%	4%	/	0%	-26%	-35%	0%
COc1ccc(C2CC(c3ccc(Br)cc3)=NN2C(=O)CSC2=NCCS2)cc1 (configuration not stated)	-0.5%	11%	0	?	12%	24%[46.1 µM]	0%	-88%	-41%	-2%
CC1(C)N=C(SCC(=O)Nc2ccccc2)C(c2ccc(Cl)cc2)=N1	0.1%	-12%	?	?	-5%	-1%	-1%	-64%	-40%	4%
CCOc1ccc(-c2cccc(NC(=O)COc3ccc(Cl)cc3)c2)nn1	-0.8%	4%	5	-2%	16%	4%	-4%	6%	23%	8%
CC(=O)Nc1ccc(S(=O)(=O)N(Cc2ccco2)Cc2cc3ccccc3[nH]c2=O)cc1	-0.2%	-5%	0	?	-6%	2%	-1%	-6%	0%	10%
CCCCN(CC)CCNC(=O)Cn1cc2c(n1)-c1c(oc(C(=O)N3CCCC3)c1C)CC2	4.5%	-5%	1	9%	-1%	3%	0%	-5%	-52%[inhibitor]	7%
CCOC(=O)c1ccc(NC(=S)NCc2ccco2)cc1	0.0%	-6%	?	?	5%	-9%	-6%	79%	?	3%
Cc1nc2ccccc2cc1C(=O)N/N=C/c1ccccc1[N+](=O)[O-]	-0.4%	5%	1	?	-4%	1%[46.1 µM]	-1%	4%	-12%	11%
O=C(c1cccc2nccnc12)N1CCCC(Nc2ccc(F)c(F)c2)C1 (configuration not stated)	-0.6%	1%	1	4%	-6%	4%	-1%	-3%	16%	3%
COC(=O)C(NC(=O)C(NC(=O)C1CCC(C)CC1)C(C)C)C(C)C (configuration not stated)	/	/	/	/	/	0%	1%	-14%	1%	/
COc1cccc(NC(=O)CN(C)C(=O)CSC(=S)N2CCCC2)c1	0.3%	/	6	11%	-2%	3%	0%	-19%	-13%	20%
